MLLE-PAM2 inh: inhibitors of PABP1 MLLE–PAM2 peptide binding, primary screen, biochemical, fluorescence polarization, FITC-PAM2, GST-MLLE. Polyadenylate-binding protein 1 (Homo sapiens), P11940. inhibition, % at 20 µM. 360,000 tested, 0.36% active. AID 588489, 2011; in the data active = inhibition above about 35%, passing the limit was not always enough;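 also: plate controls were DMSO wells with GST-MLLE for no effect and wells lacking GST-MLLE protein for full effect; some results filed as inactive read as strong as hits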
Rpn11 block: Rpn11 (PSMD14) deubiquitinase inhibitors, primary screen, biochemical, fluorescence polarization, uHTS; 26S proteasome non-ATPase regulatory subunit 14 (Homo sapiens), O00487; human 26S proteasome, Ub4-pepOG fluorescence polarization; 20S core pre-blocked with epoxomicin; calls only at 20 µM; 360,000 tested, 0.59% active; AID 588493, 2011;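 active = inhibition at 20 µM, scaled to each plate's controls, above about 33%, limit read from the data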
Target sequence (O00487 whole entry, looked up): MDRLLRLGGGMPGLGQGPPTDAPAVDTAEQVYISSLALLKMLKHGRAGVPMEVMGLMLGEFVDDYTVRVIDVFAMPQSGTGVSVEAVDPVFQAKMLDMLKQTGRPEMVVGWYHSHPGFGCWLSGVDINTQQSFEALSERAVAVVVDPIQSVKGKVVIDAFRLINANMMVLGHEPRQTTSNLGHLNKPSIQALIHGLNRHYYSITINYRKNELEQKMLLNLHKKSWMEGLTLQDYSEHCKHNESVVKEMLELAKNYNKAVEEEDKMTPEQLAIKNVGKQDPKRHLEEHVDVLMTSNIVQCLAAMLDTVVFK
Tb MetRS inh: T. brucei MetRS inhibitors, primary screen, biochemical, luminescence. inhibition, % at 11.9 µM. 360,000 tested, 0.4% active. purified T. brucei MetRS, ATP depletion, Kinase-Glo luminescence. AID 624268, 2012;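 active = inhibition above a per-plate cutoff of the control wells' mean inhibition plus 3 SD, cut at about 5.5% in these data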;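 also: 0% = DMSO wells median and 100% = median of wells with control inhibitor compound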
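System: purified T. brucei MetRS enzyme / Detection: Kinase-Glo luciferase luminescence reporting remaining unconsumed ATP / Medium: HEPES buffer with MgCl2, KCl, DTT, spermine, BSA, pyrophosphatase / Replication: singlicate, one well per compound / Evaluation: percent inhibition relative to median high and low control wells / Schedule: 2 h aminoacylation at 25 °C after 15 min preincubation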
DNMT1 inh: human DNMT1 methyltransferase inhibitors, primary screen, biochemical, molecular beacon, fluorescence, HinP1I cleavage, uHTS. DNA (cytosine-5)-methyltransferase 1 (Homo sapiens), P26358. inhibition (reported as % activation of signal), % at 10 µM. 360,000 tested, 0.83% active. AID 588458, 2011; in the data active = inhibition above about 50%
STEP inh: STEP phosphatase inhibitors, primary screen, biochemical, fluorescence intensity, uHTS; inhibition, % at 20 µM; AID 588621, 2011; 360,000 tested, 0.25% active; recombinant STEP, OMFP fluorogenic substrate;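 active = inhibition at 20 µM, scaled per plate between control wells, above about 37%, limit read from the data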;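 also: 0% = DMSO with enzyme and substrate and 100% = substrate only without enzyme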
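Assay system: isolated STEP enzyme. Buffer or medium: pH 6.0 Bis-Tris with DTT and Tween 20. Also added: fluorogenic phosphatase substrate OMFP at 25 µM final. Dosing: 20 µM, 1% DMSO. Timing: 20 min reaction, room temperature, in the dark. Measured by: fluorescence intensity, excitation 480 nm, emission 540 nm. Evaluation: normalized % inhibition.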
CSN deneddyl inh: inhibitors of CSN-mediated cullin deneddylation, primary screen, biochemical, fluorescence polarization, uHTS; AID 651999, 2013; inhibition, % at 12.5 µM; COP9 signalosome complex subunit 5 (Homo sapiens), Q92905; Purified CSN, SCF-Nedd8-OG deneddylation; 360,000 tested, 0.38% active;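 active = pattern-corrected inhibition above about 35%, with an unprinted fluorescence ratio check between 0.5 and 1.5, limit read from the data, passing the limit was not always enough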;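 also: 0% = enzyme with substrate and 100% = substrate without enzyme; some results filed as inactive read as strong as hits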
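Assay system: purified human Csn5 enzyme expressed in HEK293T cells; Input: 0.24 nM Csn5 enzyme, final concentration; Reagent: 10 nM SCFSkp2-Nedd8OG; Compound dosing: 12.5 µM single point; Times: reaction 90 min, room temperature; Technique: fluorescence polarization readout.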
SUMO1-SIM PPI: modulators of SUMO1 protein-protein interactions, primary screen, biochemical, uHTS; SUMO1 binding to a labelled peptide, TR-FRET, 1 h; Small ubiquitin-related modifier 1 (Homo sapiens), P63165; 360,000 tested, 0.33% active; inhibition, % at 20 µM; AID 602429, 2012; in the data active = inhibition above about 37%
Target sequence (P63165 whole entry, looked up): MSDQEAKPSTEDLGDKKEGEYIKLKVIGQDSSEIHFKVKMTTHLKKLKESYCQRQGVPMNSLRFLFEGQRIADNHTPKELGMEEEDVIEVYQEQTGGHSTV
NadD block: inhibitors of S. aureus NadD, primary screen, biochemical, colorimetric, uHTS; inhibition, % at 20 µM; AID 602399, 2012; 360,000 tested, 0.78% active; purified NadD enzyme, colorimetric absorbance read-out; in the data active = inhibition above about 26%; also: some compounds past the cut are filed as inactive
LMPTP inh: LMPTP phosphatase inhibitors, primary screen, biochemical, fluorescence intensity, uHTS; Low molecular weight phosphotyrosine protein phosphatase (Homo sapiens), P24666; recombinant LMPTP-A, OMFP fluorogenic substrate; inhibition, % at 20 µM; 360,000 tested, 0.22% active; AID 651560, 2012;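 active = compounds that cut the enzyme signal by at least half of the control window in the single-dose screen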;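 also: plate controls were DMSO wells with enzyme plus substrate for no effect and substrate without enzyme for full effect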
Target sequence (P24666 whole entry, looked up): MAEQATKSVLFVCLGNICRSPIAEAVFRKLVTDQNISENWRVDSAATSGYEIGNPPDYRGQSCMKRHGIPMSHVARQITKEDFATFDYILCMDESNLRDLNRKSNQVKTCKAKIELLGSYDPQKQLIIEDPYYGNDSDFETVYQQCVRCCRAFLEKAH
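Assay system: LMPTP-A, protein tyrosine phosphatase of low molecular weight / Medium: pH 6.0 Bis-Tris buffer with DTT and Triton X-100 / Schedule: 50 min enzyme reaction at room temperature, protected from light / Measured by: endpoint fluorescence intensity from OMFP dephosphorylation / Read-out basis: % inhibition relative to no-enzyme and uninhibited control wells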
Scp-1 inhibitor: Scp-1 phosphatase inhibitors, primary screen, biochemical, colorimetric, uHTS. Recombinant Scp1, phosphopeptide, malachite green phosphate absorbance. inhibition, % at 20 µM. 340,000 tested, 0.88% active;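 active = inhibition above about 50% at 20 µM, limit read from the data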;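 also: plate controls were DMSO wells with enzyme for no effect and wells lacking enzyme for full effect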
Target sequence (Q9GZU7 76-261 limits assumed): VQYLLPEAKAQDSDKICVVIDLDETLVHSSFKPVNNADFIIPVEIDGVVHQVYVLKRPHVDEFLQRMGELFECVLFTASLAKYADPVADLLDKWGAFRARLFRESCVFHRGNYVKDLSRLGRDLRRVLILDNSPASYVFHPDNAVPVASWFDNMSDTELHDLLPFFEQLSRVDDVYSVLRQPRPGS
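Incubation: 45 min enzyme reaction at room temperature / System: truncated SCP-1 phosphatase (76-261aa) / Reagent: Phospho 17-mer peptide substrate / Buffer or medium: Acidic Tris acetate buffer with magnesium and detergent / Signal: absorbance at 630 nm / Doses: one concentration, 20 µM, with 1.0% DMSO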
* marks the source's active call; other numbers are inactive results; i = inactive; nt = not tested or not shown; + = active, no number.

SMILES	MLLE-PAM2 inh	Rpn11 block	Tb MetRS inh	DNMT1 inh	STEP inh	CSN deneddyl inh	SUMO1-SIM PPI	NadD block	LMPTP inh	Scp-1 inhibitor
COc1ccccc1C(CNC(=O)c1cccc(S(=O)(=O)Nc2ccc(C)cc2)c1)N1CCCC1 (stereo not drawn)	-23.4	i	-0.4	-5.6	-2.3	0.5	-52.0	-6.2	-9.4	-0.6
Cn1c(=O)n(C)c2cc(C(=O)Nc3ccc4c(c3)OCO4)ccc21	10.5	i	-1.2	0.8	2.9	0.5	-5.1	-1.1	-1.2	-10.1
CCNC(=S)N1CCN(CC)CC1	-35.4	i	-1.0	-1.1	-0.4	3.0	-3.2	-5.0	-3.0	6.2
Cc1ccc(C(=O)N/N=C/c2cn(Cc3ccccc3)c3ccccc23)cn1	1.1	i	1.8	-2.6	0.5	-0.3	-12.3	-3.1	1.9	-22.6
N=c1sccn1CC(=O)N1CCc2ccccc21	-21.9	i	-0.2	-2.3	-2.3	-0.2	2.6	-1.0	0.1	-7.4
Nc1ccc(C#Cc2ccccc2)cc1	-3.3	i	-0.1	-3.9	-5.5	-3.0	4.5	-1.2	-0.4	-6.0
CC(=O)Nc1nc(N(C)C)nc(N(C)C)n1	0.1	i	0.1	-1.5	-1.2	-3.4	1.5	-3.0	-0.1	-0.5
Fc1ccc(C2CC(c3cccs3)=NN2C(=S)Nc2ccccc2)cc1 (stereo not drawn)	-109.2	i	-1.0	-3.2	2.9	1.6	-3.9	-2.7	2.1	-11.7
COc1cc(C(=S)N2CCOCC2)cc(Br)c1OS(=O)(=O)c1ccccc1	13.6	i	-0.7	-0.2	1.6	1.2	-0.2	-3.8	0.2	-8.3
O=C(c1ccccn1)c1ncc(C(F)(F)F)cc1Cl	0.4	i	-0.9	3.3	1.1	-3.9	-1.6	0.5	-1.2	-4.3
CCOC(=O)CSCC(=O)N1N=C(c2cccs2)CC1c1ccc(F)cc1 (stereo not drawn)	7.1	i	1.3	6.0	4.9	-0.7	-8.5	-4.2	-1.0	-9.4
COc1cc(CC(=O)Nc2ncc(C)s2)cc(OC)c1OC	-8.3	i	-0.3	-2.5	-3.3	2.8	-5.3	-0.4	1.2	-0.4
Fc1ccc(N2CCN(C(c3cccs3)c3nnnn3CCc3ccccc3)CC2)cc1 (stereo not drawn)	4.5	i	0.1	0.3	2.6	1.2	-2.6	6.4	3.2	-2.3
COC(=O)N(C)C[C@@H]1OCc2ccccc2-c2c(n(C)c3ccccc23)C(=O)N([C@H](C)CO)C[C@@H]1C	-4.6	i	-2.1	-4.8	1.1	-1.9	4.6	-3.6	-0.7	nt
Clc1ccc(OCc2nn3c(C4CCCCC4)nnc3s2)c(Cl)c1	5.0	i	0.5	-0.6	4.0	-3.9	2.7	10.2	1.2	2.5
O=C1CSC2=NCN(c3ccccc3)CN12	-6.2	i	-0.5	-6.1	-2.9	4.7	-1.6	0.5	0.3	-6.0
O=S1(=O)C[C@@H](N2CCCC2)[C@H](COCc2ccccc2)N1	-0.3	i	1.2	7.6	3.0	0.3	0.9	-4.7	-2.1	nt
COc1ccc(CN(C(=O)c2snc(C(N)=O)c2N)C(CC(C)C)C(=O)NC2CCCCC2)cc1 (stereo not drawn)	-4.0	i	-0.6	1.3	2.7	-1.3	-16.2	-4.6	1.0	-3.4
OCC[C@H]1C[C@H](O)[C@@H](O)[C@@]2(CCc3ccccc3CO2)O1	14.1	i	-0.2	0.6	-1.0	-2.7	2.9	-1.6	-1.4	-2.3
Cc1cc(Cl)ccc1OCC(=O)NNC(=O)c1ccco1	-5.2	i	0.0	2.1	-0.6	2.6	4.6	-4.6	-0.8	-2.2
CCCN(C(=O)c1cccc(-n2cccc2)c1)c1c(N)n(Cc2ccccc2)c(=O)[nH]c1=O	-34.8	i	0.6	80.9*	3.5	25.9	21.0	5.6	15.2	74.5*
COCCn1nnnc1C(c1ccccc1)N1CCN(c2ccccc2)CC1 (stereo not drawn)	-7.5	i	0.7	-2.4	-4.5	4.0	-0.8	-1.0	-2.5	-14.7
Cc1ccc(N=Cc2cc(Cl)cc(Cl)c2O)nc1	22.8	i	0.0	-10.0	-1.6	3.5	1.0	3.5	-1.0	-7.1
Cc1nn(CC(=O)NCCCN2CCCC2)c(=O)c2nn(-c3ccccc3)c(C)c12	-5.4	i	-0.4	0.1	-0.8	3.5	-1.6	3.8	6.5	-7.4
CC(C)(C)c1nn2cnnc2n(/N=C/c2cccc3ccccc23)c1=O	4.3	i	-1.5	2.0	-3.2	-10.6	-11.1	1.9	-1.7	3.7
CC(C)(/C=N/NC(=O)CSCc1ccc(Cl)cc1)CCC#N	11.7	i	-0.1	1.1	-1.4	-2.5	2.5	-8.7	-0.8	-5.2
COc1ccc(C(=O)Nc2ccc3oc(-c4cccc(Cl)c4)cc(=O)c3c2O)cc1	-2.8	i	-0.2	27.6	-2.2	4.7	10.9	4.1	9.8	1.7
O=c1[nH]ncc(N2CCN(Cc3ccccc3)CC2)c1Cl	12.4	i	-0.1	-3.2	-2.5	-20.0	-5.0	-6.3	-8.1	-3.2
COc1cc(-c2nnc(Cn3cc(C(F)(F)F)ccc3=O)o2)cc(OC)c1OC	-21.0	i	-0.5	-0.5	-0.3	-1.0	6.9	-3.9	-0.8	1.6
Cc1ccsc1-c1nc(CN(C)C(C2CC2)C2CC2)c(C)o1	-13.1	i	-1.1	-2.3	0.7	0.9	3.5	-7.9	-0.5	-6.4

Looked up one by one from the list above:
SMILES	MLLE-PAM2 inh	Rpn11 block	Tb MetRS inh	DNMT1 inh	STEP inh	CSN deneddyl inh	SUMO1-SIM PPI	NadD block	LMPTP inh	Scp-1 inhibitor
COCCn1nnnc1C(c1ccccc1)N1CCN(c2ccccc2)CC1 (stereo not drawn)	-7.5	i	0.7	-2.4	-4.5	4.0	-0.8	-1.0	-2.5	-14.7
Cc1ccsc1-c1nc(CN(C)C(C2CC2)C2CC2)c(C)o1	-13.1	i	-1.1	-2.3	0.7	0.9	3.5	-7.9	-0.5	-6.4

The results go on.
SMILES	MLLE-PAM2 inh	Rpn11 block	Tb MetRS inh	DNMT1 inh	STEP inh	CSN deneddyl inh	SUMO1-SIM PPI	NadD block	LMPTP inh	Scp-1 inhibitor
Cc1cccc(C(=O)N[C@H](C(=O)Nc2cccc(S(=O)(=O)N3CCCC3)c2)C(C)C)c1	4.2	i	-0.4	-1.1	-3.4	2.7	0.6	-10.1	-0.9	-4.3
Cc1ccc(Cl)cc1NC(=O)c1ccc(CSc2nnnn2C)cc1	8.9	i	0.2	-3.9	-3.1	1.9	2.4	-5.6	0.8	-25.6
O=C(O)C1C2C=CC3(CN(CC(O)COc4ccccc4)C(=O)C13)O2 (stereo not drawn)	-2.3	i	-0.1	4.2	8.5	1.0	0.2	-1.5	-0.5	3.2
CN(C(=O)c1cccnc1)c1nnc(-c2cccnc2)s1	-9.9	i	-0.5	3.0	-0.4	0.9	-0.5	7.5	-0.3	6.3
O=C(Nc1ccc2c(c1)CCC2)c1cc(S(=O)(=O)Nc2ccc(F)cc2)c(Cl)cc1Cl	12.4	i	-0.7	-7.0	0.1	-1.0	2.2	10.9	1.4	-10.3
COc1ccc(CN2C(=O)c3ccccc3C2C(=O)NC2CCC(C)CC2)c(OC)c1 (stereo not drawn)	0.5	i	-0.2	1.9	-1.2	1.8	2.4	-4.8	0.1	-7.4
Cn1c(SCC(=O)N2CCN(c3ccccc3)CC2)nnc1-c1cc2ccccc2o1	-44.1	i	-1.1	0.5	0.3	0.7	-1.9	-5.0	-0.5	0.6
CCN1CCN(CCCNC(=O)c2ccc3c(c2)N(Cc2ccccc2)CCS3)CC1	1.4	i	0.6	-0.7	11.0	2.4	-0.3	-4.2	-1.1	-6.9
O=C(Cc1ccc(-n2c(=O)[nH]c3ccccc3c2=O)cc1)N1CCN(c2ccccc2)CC1	-1.0	i	-0.3	-3.0	-2.2	1.8	-0.7	5.9	-1.6	-8.1
CNc1ccc(Br)cc1C(O)c1ccccc1 (stereo not drawn)	-8.6	i	-0.1	0.0	0.4	5.5	1.1	-7.2	0.5	-3.8
O=c1cc(N2CCCC2)c(-c2ccccc2)n[nH]1	-15.3	i	-0.3	-0.2	-2.2	2.1	-2.0	-1.3	0.4	-6.4
O=C(Nc1ccc(N2CCOCC2)cc1)NC1CCCCC1	8.5	i	-1.0	2.0	-3.4	-1.7	-3.1	-7.1	-0.5	8.9
COc1ccccc1COC(=O)c1ccc(S(=O)(=O)N2CCOCC2)cc1	3.5	i	-0.3	4.2	0.7	1.9	3.8	-3.9	1.0	-16.3
COc1cc(/C=C2/C(=N)N3C(=NC2=O)SN=C3S(=O)(=O)C(C)C)ccc1OC(=O)c1ccco1	-30.3	+	0.0	5.8	-1.7	19.0	-9.7	9.2	0.0	-2.3
Cc1ccc(S(=O)(=O)N2CCC(C(=O)NC3CCCCC3C)CC2)cc1 (stereo not drawn)	15.4	i	-0.2	-0.1	0.3	-1.3	-1.0	0.2	-0.2	-5.7
Cc1occc1C(=O)N/N=C/c1ccc(-c2ccccc2)cc1	6.5	i	-3.1	2.3	7.4	0.6	-3.7	-1.2	3.5	6.5
CCn1c(CSc2ncccn2)nnc1SCC(=O)N1CCc2ccccc21	6.8	i	-0.9	-0.9	1.4	3.0	0.8	-0.1	-1.0	-3.8
Clc1nnc(N/N=C/c2ccccc2)c2ccccc12	-13.9	i	-0.5	-0.7	0.7	-0.2	-10.2	-6.2	-0.8	-3.9
O=CN(Cc1ccccc1)c1cc([N+](=O)[O-])ccc1OCc1ccccc1	14.9	i	-0.4	3.7	-0.7	-5.4	-21.3	-0.2	1.4	-5.3
CCCc1cc(C(=O)OC)c2ccccc2n1	-5.5	i	-0.1	-0.6	0.3	-2.0	-5.0	-2.9	-0.4	-6.5
